Screening data: PubChem, National Center for Advancing Translational Sciences (NCATS)
IkB sig inh: inhibitors of IkB signaling in ABC-DLBCL cells | AID 445 | Potency, µM (series often up to 57.1 µM), without a hit: at the highest dose IkBa stabilization activation | actives 0.04% (n = 110,000) | ABC-DLBCL IkBa-CBG/CBR dual luciferase ratio, 4 h; response scale: scaled: untreated 0%, proteasome inhibitor 100%; active means well fitted curve in the direction sought with a large enough effect in the signal ratio, not every such curve was filed as active; inconclusive means small, poorly fitted or top-dose-only effect, or a change in a side signal; the % refers to the signal ratio;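 further: the direction sought is a rising ratio; 0% = basal untreated cells and 100% = reference inhibitor full response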
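Luminescence ratio of IκBα-fused green versus native red beetle luciferase in OCI-Ly3 cells, 4 h post-doxycycline with compound; red signal alone, scaled from basal (0%) to zero light (-100%), flagged nonspecific or cytotoxic effects.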
Imprint erasure: genomic imprint erasure induction; mouse ES Peg3-LacZ reporter, beta-gal luminescence, 40 h; actives 0.02% (n = 110,000); Potency, µM (titrated, usually from 60.7 µM), inactives show top-dose activity change, positive = activation, hits mostly activators;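 further: 0% = negative control wells on the plate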
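Imprint erasure is scored as LacZ activity from the silenced maternal Peg3 allele in feeder-free female ES cells cultured 40 h with LIF. Luminescence is normalized to in-plate negative controls and fitted to the Hill equation.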
p53ts 32C kill: cytotoxicity in p53ts cells at permissive temperature | H1299-p53A138V at 32C, ATP luminescence viability, 24 h | actives 0.93% (n = 130,000) | Potency, µM (highest dose often 46.1 µM), inactives show at the highest dose activity change, negative = cytotoxicity, hits mostly cytotoxic;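 further: 0% = DMSO and -100% = full killing by reference compound; nearly all actives have a fitted effect of over 55% in size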
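Cells: H1299 p53ts (A138V), 600/well, pre-incubated 16–30 h at 37C. Cpd up to 46 uM, 24 h, 32C. Readout: ATPlite luminescence, 20 min RT. Normalization: DMSO vs tamoxifen 100 uM. AC50 by Hill equation.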
p53ts 39C tox: cytotoxicity in p53ts cells at nonpermissive temperature | actives 1.5% (n = 130,000) | AID 902 | H1299-p53A138V viability at 39C, ATP luminescence, 24 h | Potency, µM (titrated, usually from 46.1 µM), for inactives: top-dose activity change, negative = cell killing, usual class: cytotoxic; further: nearly all actives have a fitted effect of over 55% in size
Numbers without * were called inactive; u = inconclusive; x = no result given; [ ] = dose if it differs, or a comment. Unless noted, the call rests on the fitted dose curve; in most records, active means well fitted curve in the direction sought with a large enough effect; inconclusive means small, poorly fitted or top-dose-only effect, or another doubt; inactive means no such curve, though single readings can be large; an effect the other way counts as inactive or inconclusive. Unless noted, on the % scale 0 is the no-effect control and ±100 the full control effect; potency means the concentration at half of the fitted maximal effect.

SMILES	IkB sig inh	Imprint erasure	p53ts 32C kill	p53ts 39C tox
O=C(CSc1ccc2nnc(-c3ccncc3)n2n1)NCC1CCCO1 (stereo not drawn)	-1.9%	-83%[inhibitor]	-2%	u
CCC(=O)N(Cc1cc2cc(OC)ccc2[nH]c1=O)c1cccc(C)c1	2.3%	-4%	-13%	-3%
O=C(OC1CCOC1=O)c1ccc2ncsc2c1 (stereo not drawn)	2.9%	8%	-4%	-11%
COc1ccc(-n2nc(C(=O)N3CCN(c4cccc(C(F)(F)F)c4)CC3)c3c4ccccc4n(C)c3c2=O)cc1Cl	-1.2%	u	4%	34%[activator]
Brc1ccc(-c2nnc(-c3ccccc3)o2)o1	x	x	-2%	-9%
CCOc1ccc(-c2nnc3ccc(SCC(=O)N4CCCCC4)nn23)cc1	2.9%	-1%	3%	13%
O=C(NCC(c1cccnc1)N1CCc2ccccc2C1)C(=O)Nc1ccccc1 (stereo not drawn)	u	4%[10.9 µM]	-8%	6%
Cc1cc(C)cc(NC(=O)Cn2cc(C(=O)c3cccs3)c3ccccc32)c1	u	27%[10.9 µM]	19%	3%
Cc1ccc(-n2c(C)nc3c(cnn3-c3ccccc3)c2=O)cc1	-2.0%	-13%[10.9 µM]	3%	-11%
Cc1ccc(-c2nc(CCNC(=O)C(=O)Nc3c(C)cccc3C)cs2)cc1	3.7%	-5%[10.9 µM]	18%	-17%
COc1ccc(CCNc2nc(-c3ccc(F)cc3)cc(C(F)(F)F)n2)cc1OC	5.6%	14%[10.9 µM]	0%	-27%
CN1CCN(c2nc3c(c(=O)n(C)c(=O)n3C)n2CC(N)=O)CC1	0.7%	-2%	3%	-2%
CN(CCc1ccccn1)C(=O)Nc1ccc(F)cc1	-0.4%	-10%	-2%	-5%
COc1ccccc1NC(=O)CN1C(=O)NC(C)(C)C1=O	2.8%	-3%	5%	7%
Cc1cccc(CN2CCN(CC(=O)NCc3ccc(F)cc3)C2=O)c1	0.2%	-15%	1%	0%
COC(=O)c1ccc(CSc2ncnc3c2nnn3-c2ccc(OC)cc2)o1	x	x	-5%	1%
NCCC(O)C(=O)NC1C[C@@H](N)[C@H](O[C@@H]2OC(CN)C(O)C(O)C2O)C(O)[C@H]1O[C@H]1OC(CO)C(O)C(N)C1O (stereo partly drawn)	x	-25%	1%	12%
Cc1ccc(Nc2sc(C(=O)c3ccccc3)c(N)c2C(N)=O)cc1	2.2%	-10%[10.9 µM]	2%	u
CCc1ccc(CCC(=O)Nc2ccc(OC)cc2)o1	x	x	6%	13%
Cc1cccc(N(CC(=O)NC2CCCCC2)C(=O)CCCC(=O)Nc2ccccn2)c1	x	x	2%	1%
Cc1ccc(N2CCN(C(=O)CCc3c(C)nc4ncnn4c3C)CC2)c(C)c1	u	-6%[10.9 µM]	-7%	-10%
CCCNC(=O)CSc1nc2nc(C)c(Cc3ccccc3Cl)c(C)n2n1	u	-4%[10.9 µM]	15%	-2%
Cc1cc(NC(=O)CSc2nnc(-c3ccoc3C)n2N)no1	0.8%	2%	0%	-7%
Fc1ccccc1CSc1nnc(-c2ccccc2)o1	5.3%	-37%[inhibitor]	-5%	-2%
Cc1ccc(NC(=O)CC2Sc3ccccc3NC2=O)c(Br)c1 (stereo not drawn)	8.6%	-13%[10.9 µM]	-10%	u
CCOC(=O)C(CC)Sc1nc(N)c(NC(=O)c2ccc(OC)c(OC)c2)c(=O)[nH]1 (stereo not drawn)	1.3%	12%	-13%	17%
CCc1ccc(NC(=O)c2ccc(CN3C(=O)C(C)=C(c4ccc(C)cc4)S3(=O)=O)cc2)cc1	-1.9%	-8%[10.9 µM]	-6%	0%
CCC(=O)OCc1cnc(C)c2oc(=O)c(C(=O)Nc3ccccc3C(F)(F)F)cc12	1.9%	-7%[10.9 µM]	1%	-14%
O=C(CN(Cc1ccccc1)C(=O)CSc1nnc(COc2ccccc2)o1)NC1CCCC1	x	x	-3%	2%
CCN(CC)c1ccc(NS(=O)(=O)c2cc(-c3onc(C)c3C)ccc2OC)c(C)c1	u	-5%[10.9 µM]	2%	-12%
CCN(CCNC(=O)C1CCCN(S(=O)(=O)CC)C1)c1ccccc1 (stereo not drawn)	1.0%	-18%	11%	-13%
O=C1c2cccnc2C(O)N1Cc1ccc(F)cc1 (stereo not drawn)	-1.0%	-7%	6%	3%
Cc1cccc(-c2nc3c(cnn3-c3ccccc3)c(=O)n2-c2cccc(Cl)c2)c1	u	-17%[10.9 µM]	12%	2%
Cc1cccc(C)c1OCC(=O)Nc1nc(-c2ccc(Br)cc2)ns1	u	-12%[10.9 µM]	14%	-12%
COc1cccc2cc(-c3csc(CCn4nc(C)cc4C)n3)c(=O)oc12	-1.7%	-14%	-2%	-5%
COc1ccc(-c2ccc3c(N)c(C(=O)NCc4ccc(C)cc4)sc3n2)cc1	4.3%	-14%[10.9 µM]	-2%	-6%
C[C@H]1[C@H](O)[C@@H](C)C=CC=CC=CC=CC=CC=CC=C[C@H](O[C@@H]2O[C@@H](C)[C@H](O)[C@@H](N)[C@@H]2O)C[C@@H]2O[C@](O)(C[C@@H](O)C[C@@H](O)[C@@H](O)CC[C@@H](O)C[C@@H](O)CC(=O)O[C@H]1C)C[C@H](O)[C@H]2C(=O)O	-0.4%[11.4 µM]	-7%[10.9 µM]	-5%[9.22 µM]	13%[9.22 µM]
O=C1NC(c2cccs2)Nc2sc3c(c21)CCCC3 (stereo not drawn)	u	18%	u	u
CCOC(=O)c1c(NC(=O)c2cc(C(C)C)on2)sc(C(C)=O)c1C	0.3%	2%[10.9 µM]	9%	-1%
Cc1nc2ncnn2c(N2CCC(C(=O)NCC3CCCO3)CC2)c1Cc1ccccc1 (stereo not drawn)	-0.2%	-6%	-6%	0%
COc1cc(C(=O)OC(C)CN2CCN(C)CC2)cc(OC)c1OC (stereo not drawn)	2.9%	x	-5%	-3%
Cc1ccc(N2C(=O)c3ccc(C(=O)N4CCN(c5cccc(C)c5C)CC4)cc3C2=O)cc1	x	x	-5%	4%
CCOC(=O)c1sc2cccc(F)c2c1S(=O)(=O)NCc1ccccc1Cl	2.5%	-11%[10.9 µM]	8%	-12%
Cc1cccc(N2CCN(C(=O)Nc3cn(CC(C)C)c(=O)c4ccccc34)CC2)c1C	u	-8%[10.9 µM]	-3%	-5%
Cc1ccc(C)n1-c1nnc(N2CCCC(C(=O)Nc3ccc(C(C)C)cc3)C2)s1 (stereo not drawn)	3.0%	-3%[10.9 µM]	-5%	-13%
CNS(=O)(=O)c1cc(-c2nn3c(C)nnc3c3ccccc23)ccc1C	u	-11%[10.9 µM]	4%	-7%
O=C(CSCCNS(=O)(=O)c1ccccc1)Nc1ccccc1	5.7%	-10%	-7%	6%
COc1cc(NC(=O)c2ccc(C(=O)Nc3cc(OC)c(Cl)cc3OC)cc2)c(OC)cc1Cl	1.6%	11%[10.9 µM]	9%	-3%

Quoted from the listing.
p53ts 32C kill with COc1cc(C(=O)OC(C)CN2CCN(C)CC2)cc(OC)c1OC (stereo not drawn) : -5%
p53ts 39C tox with Cc1ccc(N2C(=O)c3ccc(C(=O)N4CCN(c5cccc(C)c5C)CC4)cc3C2=O)cc1 : 4%
p53ts 39C tox with Cc1ccc(C)n1-c1nnc(N2CCCC(C(=O)Nc3ccc(C(C)C)cc3)C2)s1 (stereo not drawn) : -13%
Imprint erasure with O=C1NC(c2cccs2)Nc2sc3c(c21)CCCC3 (stereo not drawn) : 18%
p53ts 32C kill with COc1cc(NC(=O)c2ccc(C(=O)Nc3cc(OC)c(Cl)cc3OC)cc2)c(OC)cc1Cl : 9%

More structures
SMILES	IkB sig inh	Imprint erasure	p53ts 32C kill	p53ts 39C tox
Cc1noc(NS(=O)(=O)c2ccc(NC(=O)CSc3n[nH]c(-c4ccccc4)n3)cc2)c1C	1.2%	-27%	-5%	3%
Nc1n[nH]c(S(=O)(=O)CCCc2ccccc2)n1	-0.4%	-2%	0%	8%
CCC(=O)n1nc(NCc2ccc(OC)c(OC)c2)nc1NCc1ccc(OC)c(OC)c1	u	-5%	2%	10%
O=C(Nc1ccc(Oc2ccccc2)cc1)C1CCCO1 (stereo not drawn)	3.8%	-16%	u	-22%
CC(C)c1nnc(NC(=O)c2c(O)c3cccc4c3n(c2=O)CCC4)s1	u	1%	14%	2%
CCN(CC)CCNC(=O)C(=O)NCC(c1cccnc1)N1CCN(c2ccccc2)CC1 (stereo not drawn)	u	-11%[10.9 µM]	u	-23%
CCN(CC)CCOC(=O)c1ccc(NC(=O)CCn2c(=O)oc3ccccc32)cc1	-2.4%	-13%[10.9 µM]	8%	-13%
COc1ccccc1NC(=O)C1=C(C)Nc2nc(-c3ccco3)nn2C1c1cccc(C)c1 (stereo not drawn)	u	-12%[10.9 µM]	23%	15%
CCC(C)NC(=O)C1CCC(CNS(=O)(=O)c2ccc(Cl)cc2)CC1 (stereo not drawn)	1.3%	-13%[10.9 µM]	9%	29%
Cc1ccc(S(=O)(=O)N2C(=S)SCC2(C)C)cc1	5.4%	-20%	3%	10%
O=C(NCc1ccccc1)N[C@@H](Cc1ccccc1)C(=O)O	-0.7%	-3%	-3%	1%
Cc1ccc(S(=O)(=O)CC(=O)NC(C)(C)C)cc1	x	x	-15%	3%

Five entries picked at random from the list so far:
SMILES	IkB sig inh	Imprint erasure	p53ts 32C kill	p53ts 39C tox
CCC(C)NC(=O)C1CCC(CNS(=O)(=O)c2ccc(Cl)cc2)CC1 (stereo not drawn)	1.3%	-13%[10.9 µM]	9%	29%
CCN(CC)CCNC(=O)C(=O)NCC(c1cccnc1)N1CCN(c2ccccc2)CC1 (stereo not drawn)	u	-11%[10.9 µM]	u	-23%
Cc1noc(NS(=O)(=O)c2ccc(NC(=O)CSc3n[nH]c(-c4ccccc4)n3)cc2)c1C	1.2%	-27%	-5%	3%
CC(C)c1nnc(NC(=O)c2c(O)c3cccc4c3n(c2=O)CCC4)s1	u	1%	14%	2%
CCC(=O)n1nc(NCc2ccc(OC)c(OC)c2)nc1NCc1ccc(OC)c(OC)c1	u	-5%	2%	10%

Next results.
SMILES	IkB sig inh	Imprint erasure	p53ts 32C kill	p53ts 39C tox
OCCN(CCO)CC(O)Cn1c2ccccc2c2ccccc21 (stereo not drawn)	0.9%	-2%	6%	2%
CCN1CCN(C(=O)c2ccc3c(c2)N(Cc2cccc(Cl)c2)C(=O)c2ccccc2S3=O)CC1 (stereo not drawn)	1.4%	-11%[10.9 µM]	0%	17%
COc1ccc(C2c3c(oc4ccccc4c3=O)C(=O)N2CC2CCCO2)cc1 (stereo not drawn)	0.4%	2%	3%	3%
Oc1c(C(c2cccc(Br)c2)N2CCCC2)sc2nc(-c3ccco3)nn12 (stereo not drawn)	0.9%	23%[10.9 µM]	-3%	6%
Cc1ccc(-n2ncc(C(=O)Nc3ccc4c(c3)OCCO4)c2C2CCN(C(=O)OC(C)(C)C)CC2)cc1C	u	-6%[10.9 µM]	-7%	-12%
CCOCCn1c(=O)c2c(nc3n2CCN3c2ccccc2)n(C)c1=O	1.5%	-5%	-1%	9%
CCc1cccc(C)c1NC(=O)C1CCCO1 (stereo not drawn)	-0.8%	-3%	-1%	2%
COc1cc(C(=O)NCC(c2cccnc2)N2CCN(C)CC2)cc(OC)c1OC (stereo not drawn)	1.0%	-10%	2%	-9%
CCn1c(C(=O)Nc2cc(Cl)ccc2C)cc2sc(Cl)cc21	0.9%	-2%[10.9 µM]	-4%	-16%
CN=Cc1nc(-c2ccccc2)oc1O	x	x	-13%	-2%
COc1ccc(CCNC(=O)c2ccc3c(Cl)c4c(nc3c2)CCCC4)cc1OC	1.6%	-10%[10.9 µM]	5%	-11%
O=S1(=O)CC(N2CCOCC2)c2ccccc21 (stereo not drawn)	0.5%	22%	2%	2%
COc1ccc(Cl)cc1S(=O)(=O)N1CCN(Cc2cccc(F)c2)CC1	u	7%[10.9 µM]	-1%	11%
COc1ccc(OCCCn2c(C)nc3cc(C)c(C)cc32)cc1	u	-15%[10.9 µM]	u	-3%
CCOC(=O)C1CCCN(CC(=O)Nc2c(C(=O)OC)[nH]c3ccccc23)C1 (stereo not drawn)	-1.6%	-7%	-10%	6%
CCCCNC(=O)c1nnn(-c2ccccc2)c1N	u	-29%	-10%	-7%
COc1ccc(-c2cccc(NS(=O)(=O)c3ccc(NC(C)=O)cc3)c2)nn1	u	u	-5%	-7%
N#Cc1cc2ccccc2nc1SCC(=O)Nc1ccccc1N1CCOCC1	0.3%	3%	-1%	10%
C=CCn1c(SCC(O)Cn2c3ccccc3c3ccccc32)nnc1-c1ccco1 (stereo not drawn)	u	-27%	-16%	-15%
